Ecoli viability: reduces bacterial viability in AddAB counter-screen | inhibition, % at 11.9 µM | 330,000 compounds, 0.27% hits | AID 449728 | E. coli V3065 growth, OD600 absorbance, 18 h;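 active = inhibition above the campaign's mean inhibition across all tested compounds plus 3 SD, cut at about 9.9% in these data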;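 note: uninfected addAB+ strain grown without phage in ampicillin broth; 0% = DMSO wells and 100% = ciprofloxacin 0.95 µg/ml wells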
HTR5A ag ctr: HTR5A agonism, opioid heterodimer counter-screen; P47898; HTR5A agonist assay, luminescence, cell-based; activation, % at 9.3 µM; 340,000 compounds, 0.61% hits; in the data active = activation mostly above about 9.5%, no sharp cut-off; inactive = mostly below about 7.6%;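 note: 0% = cells with vehicle only and 100% = reference agonist; strong numbers were not always called active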
Target sequence (P47898 whole entry, looked up): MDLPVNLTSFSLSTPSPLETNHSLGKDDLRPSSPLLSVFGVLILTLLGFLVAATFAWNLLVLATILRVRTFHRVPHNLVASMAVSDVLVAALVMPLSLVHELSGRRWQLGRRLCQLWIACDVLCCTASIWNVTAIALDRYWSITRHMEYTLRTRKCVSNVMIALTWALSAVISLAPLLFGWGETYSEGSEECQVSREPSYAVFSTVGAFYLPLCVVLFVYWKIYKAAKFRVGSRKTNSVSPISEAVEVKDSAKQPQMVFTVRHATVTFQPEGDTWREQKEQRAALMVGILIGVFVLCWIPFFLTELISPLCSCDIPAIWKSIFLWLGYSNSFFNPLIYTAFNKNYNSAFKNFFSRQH
phage Ecoli inh: E. coli growth loss with phage present | inhibition, % at 11.9 µM | 360,000 compounds, 0.26% hits | AID 651602 | growth absorbance; in the data active = inhibition above about 11%
DAGLB inhibitor: blocks human DAGLB lipase activity; Q8NCG7; HEK293T DAGLB membrane lysate, EnzChek fluorogenic substrate; inhibition, % at 5.17 µM; 340,000 compounds, 0.059% hits; in the data active = inhibition above about 34%;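 note: 0% = enzyme with vehicle and 100% = wells lacking enzyme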
Target sequence (Q8NCG7 whole entry, looked up): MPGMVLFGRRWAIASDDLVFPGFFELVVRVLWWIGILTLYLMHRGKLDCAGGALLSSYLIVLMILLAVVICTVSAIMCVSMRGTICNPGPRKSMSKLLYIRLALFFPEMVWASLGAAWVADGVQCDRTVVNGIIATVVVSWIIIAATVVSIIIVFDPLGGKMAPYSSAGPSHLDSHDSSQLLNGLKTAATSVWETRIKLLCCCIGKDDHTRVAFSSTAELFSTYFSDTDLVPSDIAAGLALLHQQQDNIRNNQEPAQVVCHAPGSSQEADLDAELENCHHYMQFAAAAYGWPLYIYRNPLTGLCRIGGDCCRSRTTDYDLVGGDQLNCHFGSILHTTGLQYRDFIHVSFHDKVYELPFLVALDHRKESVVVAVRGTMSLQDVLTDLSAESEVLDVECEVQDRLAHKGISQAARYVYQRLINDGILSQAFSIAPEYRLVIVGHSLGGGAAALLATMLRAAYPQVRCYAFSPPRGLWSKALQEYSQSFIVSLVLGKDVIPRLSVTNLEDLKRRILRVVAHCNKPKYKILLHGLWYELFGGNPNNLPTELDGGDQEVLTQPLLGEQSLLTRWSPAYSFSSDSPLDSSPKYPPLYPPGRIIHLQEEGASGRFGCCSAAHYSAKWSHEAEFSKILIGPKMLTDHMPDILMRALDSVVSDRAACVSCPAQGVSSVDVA
AddAB inh: less growth of phage-infected E. coli with AddAB; E. coli expressing H. pylori AddAB, absorbance growth; inhibition, % at 11.9 µM; 330,000 compounds, 0.29% hits; AID 435030; in the data active = inhibition above about 12%;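 note: 0% = vehicle wells of infected cells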
PKA-R2B act: PKA-R2B complex activation. P22694+P31323. PKA-R2B holoenzyme dissociation, Cy5-IP20 fluorescence polarization; R2B truncated from residue 108, S112A mutant; 0% DMSO only, 100% 113 µM cGMP. activation, % at 11.4 µM. 340,000 compounds, 0.079% hits. AID 504700;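 active = activation above a cutoff set at the mean over all compounds plus 3 SD, cut at about 18% in these data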;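 note: higher means more holoenzyme dissociation and a rise in polarization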
CDK5 p35 inh: CDK5/p35 (human) kinase inhibition | Q00535+Q15078 | Recombinant CDK5/p35, ADP-Glo luminescence, 60 min | inhibition, % at 10 µM | 330,000 compounds, 0.01% hits | AID 488839;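 active = highest replicate inhibition of at least 50% and at least 75% of replicates reaching 50%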;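 note: plate controls were DMSO neutral control for no effect and GW8510 at 10 µM for full effect; many of its hits are not listed in these tables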
HTR5A inv ctr: inverse agonist of human HTR5A in OPRM1-OPRD1 counter-screen | P47898 | inhibition, % at 9.3 µM | AID 504634 | HTR5A cell line, luminescence, inverse agonism | 340,000 compounds, 0.083% hits; in the data active = inhibition mostly above about 23%, no sharp cut-off; inactive = mostly below about 18%;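 note: 0% = cells with DMSO and 100% = no-cell wells with DMSO; some compounds called inactive have numbers as strong as hits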
Tat export inh: blocks Tat-dependent protein export in E. coli. E. coli MC4100 TorA-mCherry Tat export, fluorescence. inhibition, % at 10 µM. 340,000 compounds, 0.036% hits. AID 488895;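 active = mean replicate inhibition at least 50% and at least half of replicates individually reaching 50%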;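 note: exported cargo escapes ClpAP degradation while cytoplasmic cargo is degraded and loses fluorescence; 0% = median of neutral control wells and 100% = median of NaSCN control wells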
Mot1-301 SUMO: SUMOylation pathway inhibition by Mot1-301 growth rescue; S. cerevisiae Mot1-301 growth rescue, ATP luminescence, 38.5C; percent above DMSO median, 100 means doubled; growth rescue, % at 18.8 µM; 320,000 compounds, 1% hits;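 active = every valid replicate shows activation above 250% relative to neutral control wells; inactive = the rest, any valid replicate at or below 250%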;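 note: OY570 slx delta 5 strain wells were the positive control but not used for scaling; some compounds called inactive have numbers as strong as hits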
PKA-R1A act: activators of PKA-R1A complex; P00514+P68181; PKA-R1A dissociation, Cy5-IP20 fluorescence polarization; scaled: DMSO 0%, 113 µM cGMP 100%; activation, % at 11.4 µM; 340,000 compounds, 0.083% hits;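 active = percent activation above the mean of all tested compounds plus 3 SD, cut at about 19% in these data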;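 note: higher means more PKAc released from R1A so a rise in polarization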
* marks the source's active call; other numbers are inactive results; i = inactive; . = no result given.

SMILES,DAGLB inhibitor,Mot1-301 SUMO,AddAB inh,HTR5A ag ctr,CDK5 p35 inh,Tat export inh,HTR5A inv ctr,phage Ecoli inh,PKA-R1A act,Ecoli viability,PKA-R2B act
O=C(COC(=O)c1ccc([N+](=O)[O-])s1)Nc1cccc(S(=O)(=O)NC2=NCCCCC2)c1,-1,6,2.8,6,0.5,17,-19,0.6,-3,0.2,-11
COc1cccc(OC(=O)c2cc3ccccc3oc2=O)c1,0,1,0.2,1,-6.4,8,-2,0.1,-4,0.4,-12
CC(/C=N/n1c(C2CCCCC2)n[nH]c1=S)=C\c1ccccc1,-5,5,4.0,-6,-3.9,10,16,2.8,-13,1.3,-19
Cc1noc(C)c1S(=O)(=O)N1CCC(C(=O)NC2CCCc3ccccc32)CC1 (stereo unspecified),-2,3,-0.5,2,-2.2,17,-1,1.4,-2,-0.7,0
CC(C)(C)C(=O)Nc1nc(=S)ss1,-1,-17,3.3,-4,0.1,2,8,-0.2,-5,3.1,-1
CCN(CC)C(=O)CSc1nc(C)cc(C)n1,.,17,4.0,.,0.0,-7,.,2.0,.,3.4,.
CCCN1CCN(C(=S)Nc2ccc3nc(N4CCN(CC)CC4)cc(C)c3c2)CC1,1,20,0.1,3,1.0,-5,-9,0.3,6,-2.8,4
N#Cc1c(-c2ccccc2)nc(SCc2nc(N)nc(N3CCCCC3)n2)[nH]c1=O,3,13,0.2,-1,-0.8,3,-16,-1.7,6,0.0,8
CCOc1cc(-c2cc(-c3ccc(OC)cc3)nc(N)c2C#N)ccc1O,-2,2,0.5,5,-1.4,-6,-13,3.6,-5,-0.1,-5
O=C(NC(=S)Nc1ccc(CN2CCOCC2)cc1)c1ccccc1[N+](=O)[O-],0,12,0.5,-4,0.6,2,11,4.0,-1,-0.6,-5
Cc1cccc(C)c1NC(=O)CNC(=O)c1c(C)nn(-c2ccccc2)c1C,-1,-15,0.1,3,-1.0,0,-4,2.2,-4,-2.5,-2
COc1ccc(C(=O)NCc2ccccc2CN2CCCC2)cc1S(=O)(=O)N1CCOCC1,1,.,.,2,0.0,-2,15,2.5,-8,.,-15
CCCS(=O)(=O)N1CCN(C(=O)c2cccnc2)CC1,0,1,-0.2,7,-0.8,0,-18,-0.1,0,0.2,-13
COc1ccc(NC(=O)CSc2nc3[nH]c(=O)[nH]c(=O)c3s2)cc1OC,-1,-4,2.9,2,-3.7,1,-7,-1.7,2,-0.9,-1
CC1CC(C)CN(C(=O)COC(=O)c2ccc3ncsc3c2)C1 (stereo unspecified),0,23,-1.1,6,0.3,-3,-20,1.8,-14,-2.5,1
CCOc1cc(CNCc2cccnc2)ccc1OCC(=O)NC(C)(C)C,1,2,1.9,-4,-0.7,5,12,4.1,-19,-1.4,5
Fc1ccccc1OCCCn1ccnc1,-2,-2,3.0,5,0.5,1,-17,4.4,5,0.5,5
Cc1cc(C)cc(N(CC(=O)NCc2ccco2)C(=O)CCC(=O)Nc2nccs2)c1,1,22,3.8,7,1.2,14,-19,2.6,-11,-0.1,5
Cc1[nH]c2ccccc2c1CCN(Cc1cccnc1)C(=S)NC(C)(C)C,-1,234,-0.3,0,-0.1,0,1,-1.4,-10,-0.8,-1
O=C(NCC(=O)N(c1ccccc1)C(C(=O)NC1CCCC1)c1ccncc1)c1cccs1 (stereo unspecified),0,i,-0.8,2,0.8,-1,-19,3.1,7,1.5,5
O=C(CN1C(=O)c2cccc([N+](=O)[O-])c2C1=O)OCC(=O)N1CCCCC1,0,29,-2.2,8,1.0,-14,-20,0.3,-2,1.9,6
COc1cc(CN(C)Cc2cccc3ccccc23)cc([N+](=O)[O-])c1O,0,3,5.0,-2,0.3,-5,7,1.9,1,0.2,-6
COc1ccc(C2=CN(Cc3ccccc3)CCC2=O)cc1,-2,14,0.6,1,0.6,1,1,3.0,-5,-1.1,-3
Cc1ccc2[nH]c(=O)c(-c3noc(CC(C)C)n3)cc2c1,-2,-12,-1.2,4,3.4,-5,-20,3.3,5,3.3,-2
CC(C)NC(=S)n1cc(C(=O)c2cc(Cl)cc(Cl)c2O)cn1,9,-1,0.3,9,1.0,-1,-25,0.3,-1,0.9,8
CNCc1ccc(OCc2ccccc2)c(OC)c1,0,-10,2.6,2,0.1,-5,0,4.0,-5,0.2,-5
O=C(/C=C/c1ccc(F)cc1)NC(=S)N1CCN(Cc2ccccc2)CC1,-7,32,0.3,0,0.1,-1,19,0.7,-3,2.4,-6
C/C(=N/NC(=O)c1cccs1)c1ccco1,-1,-13,0.2,-3,1.1,-2,18,3.1,-14,0.0,14
N#Cc1nc(COc2ccccc2)oc1N1CCCC1,-1,519,2.0,1,-0.6,6,-9,2.1,8,-1.6,2
COCCn1cc(C(=O)c2ccccc2OCC(=O)Nc2cc(C)on2)cc(C#N)c1=O,0,12,2.7,1,-1.9,4,14,3.8,-10,-1.1,-12
CCOC(=O)C(Cc1ccccc1)NC(=O)CCC(=O)c1ccc(OC)cc1 (stereo unspecified),-4,7,0.1,6,0.9,-7,-22,0.7,-12,0.0,-6
CCC(=O)NC1(C(F)(F)F)C(=O)Nc2c1c(=O)n(C)c(=O)n2C (stereo unspecified),1,-23,0.5,2,0.5,0,-14,3.3,4,1.5,-4
COc1cc(OC)cc(C(=O)N[C@H](C(=O)OCC(=O)N2CCc3ccccc32)C(C)C)c1,-1,67,-1.1,2,-1.4,8,9,3.0,-14,-0.6,-5
CN(Cc1nccs1)C(=O)c1ccc(OC2CCN(CCc3ccccc3)CC2)cc1,2,2,2.4,6,-1.4,-2,-6,-0.1,-11,0.3,-6
CC(=O)Oc1ccc(C(=O)Nc2ccc(C3(C#N)CCCC3)cc2)cc1,-2,-17,4.3,2,0.7,8,-6,0.6,2,0.0,3
O=C(N/N=C/c1ccc(OCC(=O)N2CCCCC2)cc1)c1ccccc1O,0,87,2.5,-1,1.1,-2,-18,2.0,-5,-1.3,-20
CC1=C(C(=O)OC(C)C)C(c2ccc(N(C)C)cc2)C2=C(CC(C)(C)CC2=O)N1 (stereo unspecified),4,-2,0.9,10,-1.6,-12,-25,1.0,1,-3.9,4
C/C(CC(=O)Nc1cc(C)ccn1)=N\NC(=O)c1ccncc1,-3,-33,3.9,-1,11,-5,-15,0.8,-5,-3.3,-3
Brc1ccccc1OCCCN1CCOCC1,-5,-13,3.3,-3,-0.2,3,-19,2.8,-5,4.6,6
COc1ccc(OC)c(S(=O)(=O)Nc2c(C)cccc2C)c1,-1,-5,-1.0,1,-0.7,-6,-7,4.3,-2,-1.8,1
Cc1ccc(NC(=O)CCC(=O)NNC(=O)COc2cccc3ccccc23)c(C)c1,1,4,-0.2,-7,-2.3,-5,15,0.9,-2,-3.2,12
Cc1nnc(NNS(=O)(=O)c2ccc(Cl)cc2)[nH]c1=O,2,0,0.5,-4,2.2,-6,4,0.3,-12,-3.0,3
CCCN=C1N(C)C[C@@H]2[C@@H]3C(=O)N(Cc4ccccc4)C(=O)[C@@H]3[C@](CC)(C(=O)OC)N12,-2,.,0.6,0,11,-3,0,1.3,-3,-1.1,2
CCCCNC(=O)CCC(=O)NNc1nc2ccccc2c2nc(-c3ccccc3)nn12,1,7,-1.2,0,-0.2,-7,-1,2.0,-4,-0.2,-2
C=CCNc1nc(C(=O)OCC(=O)Nc2cccc(SC)c2)cs1,2,.,.,1,0.0,1,16,-0.2,0,.,5
COc1ccc(C(C)(C)C)cc1NC(=O)CSc1ncn[nH]1,1,.,.,-4,-0.1,-4,-7,1.0,-1,.,5
Cn1c(CC(=O)Nc2ccccc2Cl)nnc1SCC(=O)Nc1nncs1,-2,.,1.4,3,0.2,-3,-8,0.1,-7,-1.4,1
CCOC(=O)c1sc(NC(=S)NC(=O)c2ccc(OC)cc2)nc1C,1,1,3.0,0,0.2,-1,-6,-0.7,2,1.0,6
CCC(=O)Nc1nnc(-c2ccccn2)o1,0,6,2.4,0,-1.2,-2,1,4.2,-1,1.6,-3
COc1ccc(NC(=O)c2scc(S(=O)(=O)C(C)C)c2N)cc1,1,132,5.3,-1,2.2,2,9,2.5,-5,3.7,7

The list continues.
SMILES,DAGLB inhibitor,Mot1-301 SUMO,AddAB inh,HTR5A ag ctr,CDK5 p35 inh,Tat export inh,HTR5A inv ctr,phage Ecoli inh,PKA-R1A act,Ecoli viability,PKA-R2B act
COc1cccc(CNC(=O)CCCn2nc(C)n3c(cc4sccc43)c2=O)c1,-2,-12,3.2,0,-0.8,-1,-10,1.1,-8,0.2,5
O=C(Nc1cnccn1)c1cccnc1,-4,11,1.7,3,-1.0,-7,-4,2.5,-7,-0.2,-2
CC(C)(C)OC(=O)N1CCC2(CC1)C(C#N)=C(N)OC1=C2C(=O)CCC1,2,-27,5.4,1,-1.4,-13,-13,-2.1,-1,1.5,4
CCOC(=O)C=C(OC(=O)c1ccc(OC)cc1)c1ccccc1,-9,.,.,4,-2.4,-3,-15,1.2,3,.,-8
CN(C)C(=O)CCCCCCCCC(=O)N(C)C,.,-2,1.1,.,.,0,.,-0.5,.,-1.2,.
CCOC(=O)COc1ccc2c(c1)c(C(=O)OCC)c(C)n2CC,-5,3,2.2,6,1.5,5,-16,4.1,-4,-2.4,0
CN(CCCNC(=O)CCc1cn(C)c2ccccc12)C1CCCCC1,-1,2,0.8,-5,-0.1,-1,17,3.1,9,-1.7,-5

Some of these compounds in order of SMILES length, rising.
SMILES,DAGLB inhibitor,Mot1-301 SUMO,AddAB inh,HTR5A ag ctr,CDK5 p35 inh,Tat export inh,HTR5A inv ctr,phage Ecoli inh,PKA-R1A act,Ecoli viability,PKA-R2B act
CCC(=O)Nc1nnc(-c2ccccn2)o1,0,6,2.4,0,-1.2,-2,1,4.2,-1,1.6,-3
CN(C)C(=O)CCCCCCCCC(=O)N(C)C,.,-2,1.1,.,.,0,.,-0.5,.,-1.2,.
CN(CCCNC(=O)CCc1cn(C)c2ccccc12)C1CCCCC1,-1,2,0.8,-5,-0.1,-1,17,3.1,9,-1.7,-5
CCOC(=O)COc1ccc2c(c1)c(C(=O)OCC)c(C)n2CC,-5,3,2.2,6,1.5,5,-16,4.1,-4,-2.4,0
COc1ccc(NC(=O)c2scc(S(=O)(=O)C(C)C)c2N)cc1,1,132,5.3,-1,2.2,2,9,2.5,-5,3.7,7
COc1cccc(CNC(=O)CCCn2nc(C)n3c(cc4sccc43)c2=O)c1,-2,-12,3.2,0,-0.8,-1,-10,1.1,-8,0.2,5
CC(C)(C)OC(=O)N1CCC2(CC1)C(C#N)=C(N)OC1=C2C(=O)CCC1,2,-27,5.4,1,-1.4,-13,-13,-2.1,-1,1.5,4

From PubChem

No enrichment for hits; any-hit rate near 2.3%.
